Vif-APOBEC3G blk: blocks the Vif interaction with human APOBEC3G. Q9HC16. actives 0.076% (n = 410,000). Potency, µM (titrated, usually from 46.1 µM), for inactives: at the top dose activity, negative = active, hits mostly inhibitors. HeLa A3G-eYFP + Vif (tagged APOBEC3G with the HIV-1 protein that degrades it), YFP fluorescence, overnight;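 note: potency is the fitted concentration of half-maximal effect; % is set by controls: 0 for no effect and ±100 for the full control effect; nearly all actives have a fitted effect of over 60% in size; hits raise eYFP signal because A3G escapes Vif-driven loss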
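HeLa cells stably expressing Vif and C-terminally eYFP-tagged A3G, seeded overnight at 37 deg C, then exposed to compound by pintool overnight at 37 deg C. Rise in yellow fluorescence (Ex 488/Em 500-530, Acumen) marks blocked Vif-driven A3G degradation.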
PI4K2A block: blocks human PI4K2A kinase activity; purified PI4K2A, ADP-Glo luminescence, 1 h; stronger effect = lower value; activity change, negative = inhibition, % at 76.9 µM; actives 0.13% (n = 420,000); AID 1346378; in the data active = activity change below about -50%; inconclusive = mostly about -30% to -49%;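 note: -100% = wells without enzyme as full effect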
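Compounds are screened against recombinant PI4K2A using PI as substrate and ATP, the latter dispensed at 300 microM. Reactions run one hour at ambient temperature before ADP-Glo detection; full inhibition defined by wells lacking enzyme.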
GRP78 ERSR act: inducers of ER stress response in human glioma cells; U87-MG GRP78 promoter luciferase reporter, 16 h; Potency, µM, for the others: at the top dose activation, most hits filed as activators; actives 0.02% (n = 420,000); AID 602332; note: potency is the fitted concentration of half-maximal effect; series mostly up to about 76 µM; % of control where 0% means no effect; nearly all actives have a fitted effect of over 35% in size
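ERSR induction read as luciferase luminescence (Bright-Glo, 10 min at room temperature) in stably transfected human U87-MG glioma cells exposed to compounds for 16 h, using GRP78 as sensor.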
LDHA inh: LDHA (human) enzyme inhibition. P00338. purified LDHA, NADH/diaphorase-resazurin fluorescence; stronger effect = lower value. activity change, % (values are at about 110 or 230 µM). actives 0.15% (n = 480,000); in the data active = activity change below about -30%; inconclusive = mostly about -25% to -30%;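 note: plate controls were DMSO wells for no effect and wells without enzyme for full effect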
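Human LDH5 at 2 nM final in Tris HCl pH 7.4 with 0.06 mM NADH and 0.2 mM pyruvate, reacted 5 minutes at room temperature. Remaining NADH coupled via diaphorase/resazurin; resorufin fluorescence read at 0 and 20 minutes, normalized to enzyme-free and DMSO wells.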
TrxR1 substrate: is turned over as a substrate by rat TrxR1 | O89049 | actives 0.01% (n = 390,000) | purified TrxR1 substrate turnover, NADPH consumption readout | Potency, µM (doses to about 114 µM), inactives show at the highest dose activity change, negative = substrate turnover; note: potency is the fitted concentration of half-maximal effect; % is set by controls: 0 for no effect and ±100 for the full control effect; nearly all actives have a fitted effect of over 50% in size
Target sequence (O89049 whole entry, looked up): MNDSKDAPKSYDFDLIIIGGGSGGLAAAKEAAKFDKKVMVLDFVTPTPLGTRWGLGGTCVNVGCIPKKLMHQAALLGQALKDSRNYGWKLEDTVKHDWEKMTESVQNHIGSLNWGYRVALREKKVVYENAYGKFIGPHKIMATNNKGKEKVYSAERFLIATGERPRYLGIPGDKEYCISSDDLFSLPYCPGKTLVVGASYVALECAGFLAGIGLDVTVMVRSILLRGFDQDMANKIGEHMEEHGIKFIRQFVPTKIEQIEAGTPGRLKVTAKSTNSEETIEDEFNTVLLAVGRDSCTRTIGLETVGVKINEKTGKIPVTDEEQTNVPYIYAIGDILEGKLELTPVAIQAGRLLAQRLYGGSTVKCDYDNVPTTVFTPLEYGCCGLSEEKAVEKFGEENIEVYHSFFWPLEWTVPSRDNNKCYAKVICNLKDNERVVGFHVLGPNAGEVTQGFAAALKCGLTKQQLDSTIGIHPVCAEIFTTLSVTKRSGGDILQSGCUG
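Rat TrxR1, dispensed at 90 nM, was prereduced with 400 uM NADPH (final) for 5 min at ~22 deg C, then incubated with compound 15 min before 400 uM selenite. A first-read NADPH fluorescence drop versus no-compound background flagged substrates.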
USP1 inh: blocks the human USP1/UAF1 deubiquitinase complex. O94782. actives 0.23% (n = 390,000). AID 743255. Potency, µM (doses to about 57.1 µM), for inactives: at the top dose activity change, negative = inhibition, hits mostly inhibitors. recombinant USP1/UAF1, Ub-Rhodamine cleavage fluorescence; note: potency is the fitted concentration of half-maximal effect; % is set by controls: 0 for no effect and ±100 for the full control effect; nearly all actives have a fitted effect of over 60% in size; inactives centre near -12
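USP1/UAF1 complex at 1 nM was preincubated with compound for 15 min at room temperature, then Ub-Rho substrate (150nM final) was added. Fluorescence (480/540 nm) was read kinetically, 6 reads every 60 seconds.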
RXFP1 ag: agonists of human relaxin receptor RXFP1; HEK293T-RXFP1 cAMP TR-FRET, 30 min; response scale: percent of porcine relaxin response, buffer zero; Q9HBX9; Potency, µM (titrated, usually from 57.5 µM), for the others: top-dose activation, usual class: activators; actives 0.3% (n = 370,000); note: potency is the fitted concentration of half-maximal effect; % is set by controls: 0 for no effect and ±100 for the full control effect; nearly all actives have a fitted effect of over 60% in size; many of its hits are not listed in these tables
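cAMP rise read by TR-FRET after 30 min, 37C compound exposure (up to 58 uM) in RXFP1-transfected HEK293 cells with Ro 20174 present. EC50 from Hill-equation fits, with 29 nM porcine relaxin as 100% and buffer as basal.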
Vif-A3F inh: Vif-A3F binding inhibition; AID 602313; actives 0.2% (n = 390,000); HeLa A3F-eYFP + Vif (tagged APOBEC3F with the HIV-1 protein that degrades it), YFP fluorescence increase; Potency, µM (series often up to 46.1 µM), inactives show at the highest dose activity, negative = active; note: potency is the fitted concentration of half-maximal effect; % of control where 0% means no effect; nearly all actives have a fitted effect of over 65% in size
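HeLa cells stably expressing Vif plus C-terminally eYFP-tagged A3F were seeded, incubated overnight at 37 deg C, dosed with compound, incubated overnight again at 37 deg C. Yellow fluorescence (Ex 488/Em 500-530) reported blocked Vif-mediated A3F-eYFP degradation.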
IDH1 R132H inh: blocks human mutant IDH1 R132H enzyme | O75874 | IDH1-R132H enzyme, NADPH consumption, diaphorase/resazurin fluorescence | Potency, µM (doses to about 76.6 µM), without a hit: top-dose activity change, negative = inhibition, actives largely listed as inhibitors | actives 0.093% (n = 390,000); note: potency is the fitted concentration of half-maximal effect; % is set by controls: 0 for no effect and ±100 for the full control effect; nearly all actives have a fitted effect of over 65% in size
Target sequence (O75874 whole entry R132H, stated change not applied): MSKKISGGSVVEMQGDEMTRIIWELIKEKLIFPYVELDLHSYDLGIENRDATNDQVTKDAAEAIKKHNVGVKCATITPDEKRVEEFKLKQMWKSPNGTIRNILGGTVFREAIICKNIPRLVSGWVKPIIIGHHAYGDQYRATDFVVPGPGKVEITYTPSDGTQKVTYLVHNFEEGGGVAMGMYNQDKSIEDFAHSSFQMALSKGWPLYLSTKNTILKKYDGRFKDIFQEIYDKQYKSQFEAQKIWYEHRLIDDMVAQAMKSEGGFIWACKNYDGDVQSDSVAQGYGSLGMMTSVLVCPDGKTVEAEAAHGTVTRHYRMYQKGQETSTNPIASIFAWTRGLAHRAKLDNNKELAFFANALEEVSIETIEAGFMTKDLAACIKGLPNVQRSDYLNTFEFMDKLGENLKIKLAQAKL
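IDH1-R132H (0.5 ug/mL) preincubated 30 min with compound, then NADPH (0.016 mM) and alpha-KG (2 mM) added; 80 min at RT, pH 7.5. Remaining NADPH coupled via diaphorase/resazurin to fluorescence (540/590 nm); concentration-response curves normalized to no-enzyme control.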
* marks the source's active call; other numbers are inactive results; ? = inconclusive; · = not tested or not shown; & = joins results of further samples; [ ] = dose if it differs, or a comment. Unless noted, calls come from the whole dose curve; as a rule, active = well fitted curve in the direction sought with a large enough effect; inconclusive = small, poorly fitted or top-dose-only effect, or another doubt; inactive = no such curve, though single readings can be large; an effect the other way counts as inactive or inconclusive. An excerpt. The share of hits here may be higher or lower than overall.

SMILES | Vif-APOBEC3G blk | PI4K2A block | GRP78 ERSR act | LDHA inh | TrxR1 substrate | USP1 inh | RXFP1 ag | Vif-A3F inh | IDH1 R132H inh
CC(c1cccnc1)N(CCN(C)C)C(=O)Nc1ccc(Cl)c(Cl)c1 (centres undefined) | -1.2% | -0.7 | -4.8% | -2.8 | 2.3% | -7.8% | · | 0.1% | 5.0%
NC(=O)C(=O)NN=C1C2CC3CC(C2)CC1C3 | 0.8% | -5.0 | -1.2% | -8.0 | 5.4%[57.1 µM] | -22.6% | -2.3% | 3.3% | 5.8%
COc1ccc(C(=O)/C=C2/C(=O)Nc3ccccc32)cc1OC | -26.0% | 7.3 | -2.4% | -2.6 | -4.6%[57.1 µM] | 2.5% | 5.7% | -19.1% | 6.6%
Clc1ccccc1-c1nnc2sc(-c3ccc(Br)o3)nn12 | 0.6% | 6.5 | 2.7% | -9.2 | -2.6% | -11.6% | 8.5% | -1.5% | -4.3%
CCOc1ccc(NC(=O)c2ccc3c(c2)C(=O)N(Cc2ccncc2)C3=O)cc1 | 0.2% | 3.0 | -1.3% | 2.7 | 3.5%[57.1 µM] | -18.9% | -0.3% | 0.3% | 3.0%
CCCn1c(C(CO)Nc2nc(-c3cccc(Br)c3)cs2)nc2ccccc21 (centres undefined) | -15.8% | 1.9 | 5.1% | 0.1 | -1.1%[57.1 µM] | -34.5% | 0.9% | 5.3% | 12.3%
COc1ccc(Nc2nc(C)cc(C)c2C#N)cc1OC | 1.3% | -1.9 | -3.2% | 6.4 | 2.9% | -2.2% | 1.5% | 0.8% | 12.6%
COc1ccc(C)cc1N(C(=O)c1ccccc1F)c1nc2ccccc2s1 | -2.9% | 261.5 | -2.8% | -0.3 | 5.9% | -18.7% | -1.5% | ? | -2.3%
Cc1ccc(Cc2c(-c3ccco3)nc3ccc(C)cn23)cc1 | -8.8% | -8.0 | 1.1% | 2.1 | · | · | · | · | ·
Cc1cc2c(cc1S(=O)(=O)Nc1cccc(C#N)c1)OCC(=O)N2 | 1.8% | -5.3 | -1.0% | -4.5 | 0.8%[57.1 µM] | -8.2% | 12.7% | 0.1% | -14.0%
Clc1cccc(COn2c(-c3ccc(Cl)cc3Cl)nc3ncccc32)c1 | -0.4% | 2.2 | 6.1% | -1.8 | -7.0% | ? | -1.1% | -2.8% | 4.3%
O=C(COC(=O)Cc1ccc(Cl)cc1Cl)NCCC1=CCCCC1 | -5.0% | 1.5 | -0.9% | -3.4 | 0.3% | -17.5% | 2.4% | 13.6% | 0.0%
O=C(O/N=C\c1ccc(N2CCOCC2)c([N+](=O)[O-])c1)c1ccc(F)cc1 | 1.0% | 1.2 | -2.1% | -1.4 | -11.8% | -18.9% | 4.4% | 3.7% | 7.6%
O=C(COC(=O)c1ccc(NS(=O)(=O)c2cccs2)cc1)Nc1nc2c(F)c(F)c(F)cc2s1 | 6.0% | -0.4 | -2.8% | -22.6 | -1.1%[57.1 µM] | ? | 2.5% | ? | -4.5%
CCN(CCNC(=O)Nc1ccc(Cl)cc1)c1ccccc1 | -1.3% | 12.1 | -5.3% | -3.4 | 1.3%[57.1 µM] | -19.5% | 1.4% | -8.6% | 3.4%
Cc1cccc(N2CCN(C(=O)c3sc4nc5n(c(=O)c4c3C)CCC5)CC2C)c1 (centres undefined) | -2.1% | 1.7 | -3.8% | 4.5 | 11.2%[11.4 µM] | -5.1% | 0.1% | 3.8% | -19.8%
COc1cccc(-n2nnc3c(=O)n(CC(=O)N4CCCc5ccccc54)cnc32)c1 | -0.3% | -3.3 | -2.6% | -6.4 | -0.2% | -6.7% | -1.3% | -4.5% | 0.1%
CCCCCCOC(=O)c1ccc(OC(=O)c2cccnc2)cc1 | -3.8% | -0.2 | -0.1% | -3.5 | 1.2% | ? | 0.3% | -13.7% | 7.0%
COc1cc(NC(=O)CCS(=O)(=O)c2ccc3c(c2)n(C)c(=O)c(=O)n3C)cc(OC)c1 | -0.9% | -1.3&-9.6 | -5.2% | -5.6&-7.8 | 3.8%[57.1 µM] | -17.1%&1.3% | 2.7%&0.4% | 0.4% | 8.3%
O=C(CSc1nnc(Cn2c(=O)sc3ccccc32)n1CCc1ccccc1)N1CCCC1 | 1.2% | 0.5 | -2.9% | 3.9 | 4.6%[57.1 µM] | -15.6% | 1.5% | -1.4% | 6.1%
O=S(=O)(NCc1ccco1)c1ccc2ccccc2c1 | -4.6% | 2.6 | -2.3% | -3.7 | 1.8% | -14.8% | -2.4% | 2.2% | 31.3%[activator]
Cc1ccc(SCCC(=O)Nc2cccc(N(C)S(C)(=O)=O)c2)cc1 | 2.2% | -0.3 | -4.1% | -11.0 | -2.4% | -8.1% | -0.7% | 0.9% | -4.0%
C[C@H]1COC(=O)[C@@H](CC(=O)OC(C)(C)C)C/C=C\C[C@@H](CC(=O)N[C@H](CO)Cc2ccccc2)C(=O)N1 | -3.0% | -1.1 | -2.4% | -2.0 | 0.2% | -19.6% | · | -2.0% | 5.3%
Cc1ccc(C(C(=O)NCc2ccco2)N(Cc2ccco2)C(=O)CNC(=O)c2ccco2)cc1 (centres undefined) | 0.2% | -15.9 | -1.9% | -0.6 | 10.4%[57.1 µM] | -7.6% | -1.1% | 1.5% | 3.0%
CCCCN1C(=O)C(=O)N(CC(=O)Nc2sc(C)c(CC)c2C(=O)OCC)C1=O | -7.3% | 2.4 | -3.1% | -3.9 | 0.3%[57.1 µM] | -16.3% | 2.9% | 4.8% | -4.4%
Remaining list, next part:
SMILES | Vif-APOBEC3G blk | PI4K2A block | GRP78 ERSR act | LDHA inh | TrxR1 substrate | USP1 inh | RXFP1 ag | Vif-A3F inh | IDH1 R132H inh
Cc1ccc(S(=O)(=O)N2CCCC2C(=O)NC2CCCCC2)cc1 (centres undefined) | 0.4% | 4.6 | -5.8% | -7.7 | -1.3% | -18.2% | -0.2% | 5.8% | 1.3%
O=C(OCCN1C(=O)c2cccc3c(N4CCOCC4)ccc(c23)C1=O)c1ccccc1Cl | ? | 4.3 | -5.8% | -7.1 | -17.5% | ? | 4.9% | ? | -0.1%
Cc1c(/C=C2\SC(=O)N(CC(=O)Nc3ccc4c(c3)OCO4)C2=O)c2ccccc2n1C | ? | -2.1 | -3.2% | -16.7 | 10.8% | ? | -0.9% | ? | 8.4%
Cc1cccc(-n2cc(CN(C)Cc3nccn3C)c(-c3cccc(F)c3)n2)c1 | -21.3% | -5.6 | -4.1% | 2.5 | 0.9% | -17.8% | -1.1% | ? | 3.4%
O=C(CSc1nnc(-c2ccccc2NC(=O)c2ccccc2)o1)OC1CCCCC1 | 0.9% | -2.3 | -0.8% | -4.9 | -7.2% | -7.0% | · | 2.8% | -0.3%
CC(C)c1cc(C(=O)NC2CCCCC2)no1 | -3.4% | -0.8 | 5.0% | 4.7 | 5.5% | -8.4% | -0.1% | -6.2% | 3.8%
CC1C=CCC2C(=O)N(c3ccc(OC(=O)c4cccs4)cc3)C(=O)C12 (centres undefined) | 2.8% | -3.4 | 12.1% | -5.2 | -4.5% | -1.0% | 0.6% | 0.1% | -3.5%
O=C(CN1CCC(Cc2ccccc2)CC1)Nc1ccc2c(c1)OCCO2 | -3.1% | -0.1 | -3.0% | -10.8 | -3.9% | -16.0% | 0.0% | 4.9% | 2.1%
CCOc1ccc(C(=O)Nc2ccc(-c3nc4cc(C(C)C)ccc4o3)cc2)cc1Cl | 2.5% | -4.0 | -0.5% | -1.8 | 15.4% | -11.0% | -0.1% | -0.3% | -9.0%
Cc1ccc(-c2noc(CN3CCOCC3)n2)cc1 | -0.1% | 5.3 | -0.2% | -2.1 | 3.1% | -20.5% | -0.4% | 1.5% | 0.4%
O=C(O)c1cc(Cl)c(Cl)cc1C(=O)Nc1cccc2cccnc12 | 0.7% | -5.0 | 0.0% | 23.7 | -3.9% | -20.6% | -0.1% | 2.9% | 9.2%
S=P(N1CC1)(N1CC1)N1CC1 | -1.1% | 5.2 | 0.5%&-1.0%&-4.8%&2.6% | -3.4 | 24.5% | -25.7% | -0.6% | 7.5% | -7.8%
Cc1nnsc1C(=O)N1CCN(c2ccc(F)cc2)CC1 | 1.3% | 3.2 | -2.7% | -6.6 | 2.3% | -19.1% | 2.1% | -2.8% | -2.4%
N#C/C(C(=O)NCc1ccco1)=C1/SC=C(c2ccccc2)N1c1ccccc1 | 1.2% | -6.2 | -2.6% | -3.0 | 2.1% | -25.0% | ? | 2.1% | -1.9%
CCN1CCN(Cc2cc(=O)oc3ccc(C)cc23)CC1 | -5.9% | -0.8 | -1.0% | -6.8 | -0.2% | -15.8% | 4.5% | -1.1% | -7.2%
COc1ccc(NC(=S)N2CCC(C(=O)c3ccc(Cl)cc3)CC2)cc1 | 5.2% | -1.6 | 0.3% | -8.9 | -2.0% | -19.1% | · | 13.5% | -8.2%
COc1ccc(NC2=Nc3ccccc3N[C@@]23C[C@H]2CCCC(=O)N4CC[C@@H](C3)[C@@H]24)cc1 | 1.8%&0.0% | -0.1 | 3.2%&-0.6% | 13.7 | 4.2%&3.1% | -20.1% | · | -6.3% | 12.3%
COC1CC(N)C2OC(c3ccccc3)OCC2O1 (centres undefined) | 0.4% | -0.7 | -0.3% | -7.4 | · | -1.0% | · | -5.3% | 4.7%

Screening results: PubChem BioAssay, National Center for Advancing Translational Sciences (NCATS)
